# HT1080-NT tox: kills 2HG-producing HT-1080-NT fibrosarcoma cells | HT-1080-NT fibrosarcoma viability, CellTiter-Glo ATP luminescence, 48 h | Potency, µM (series often up to 46.1 µM), inactives show at the top dose activity, negative = less viability, usual class: cytotoxic | hit rate 1.6% among 360,000 | AID 686970;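 also: NT is the 2HG producing partner of a matched IDH1 knockdown line; 0% = DMSO-treated cells and -100% = media-only wells without cells; nearly all actives have a fitted effect of over 55% in size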
#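 HT-1080-NT; 750 cells/well; 5% FBS RPMI; 48 h compound, 37 degrees C; CellTiter-Glo luminescence; curve fitting and curve-class assignment.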
# SW480 rerep: DNA re-replication induction in SW480 cells | AID 624297 | Potency, µM (highest dose often 46.1 µM), without a hit: at the top dose re-replication activation, actives largely listed as activators | SW480 DNA re-replication, Hoechst DNA content imaging, 48 h | hit rate 1.8% among 340,000; also: % of control where 0% means no effect; nearly all actives have a fitted effect of over 55% in size
#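 Cells (250 per well) received 23 nL compound or DMSO by pin tool and were kept 48 hr at 37 C, 5% CO2. Nuclei were then stained with Hoechst for 40 min and scanned for DNA content.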
# GLP1R cytotox: cytotoxicity in counter-screen for GLP-1R inverse agonists; hit rate 0.13% among 410,000; Potency, µM (doses to about 38.3 µM), inactives show at the highest dose activity change, negative = inhibition, actives largely listed as inhibitors; HEK293 cAMP-luciferase reporter cells, luminescence, 24 h;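 also: loss of luciferase light is scored as toxicity; % is scaled to controls: 0 for no effect and ±100 for the full control effect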
#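 Here, cytotoxicity is scored as loss of luminescence. The MLSMR collection was tested on cells seeded in medium containing 10% Nu serum, with a 24 hr compound exposure preceded by 12 hours of culture.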
# TDP43 rescue: TDP-43 toxicity inhibition in yeast; TDP-43 expressing yeast growth rescue, BacTiter-Glo, 24 h; hit rate 1.8% among 410,000; AID 652104; Potency, µM (highest dose often 46.1 µM), for the others: at the highest dose growth rescue (activation), usual class: activators; also: % of control where 0% means no effect; nearly all actives have a fitted effect of over 50% in size
#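 Luminescence from BacTiter-Glo reports growth of TDP-43-expressing yeast after 24 hr at 30 deg C with compound. Cells were raffinose-pregrown to mid-log, then seeded in galactose medium at OD600=0.02.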
# GLP1R ag: activates the human GLP-1 receptor. P43220. HEK293 GLP-1R CRE-luciferase, luminescence, 4-6 h; cells express a hypersensitive GLP-1R form. Potency, µM (top dose mostly 45.6 µM), for inactives: top-dose activation, hits mostly activators. hit rate 0.007% among 380,000. AID 624172; also: % of control where 0% means no effect
# Target sequence (P43220 whole entry, looked up): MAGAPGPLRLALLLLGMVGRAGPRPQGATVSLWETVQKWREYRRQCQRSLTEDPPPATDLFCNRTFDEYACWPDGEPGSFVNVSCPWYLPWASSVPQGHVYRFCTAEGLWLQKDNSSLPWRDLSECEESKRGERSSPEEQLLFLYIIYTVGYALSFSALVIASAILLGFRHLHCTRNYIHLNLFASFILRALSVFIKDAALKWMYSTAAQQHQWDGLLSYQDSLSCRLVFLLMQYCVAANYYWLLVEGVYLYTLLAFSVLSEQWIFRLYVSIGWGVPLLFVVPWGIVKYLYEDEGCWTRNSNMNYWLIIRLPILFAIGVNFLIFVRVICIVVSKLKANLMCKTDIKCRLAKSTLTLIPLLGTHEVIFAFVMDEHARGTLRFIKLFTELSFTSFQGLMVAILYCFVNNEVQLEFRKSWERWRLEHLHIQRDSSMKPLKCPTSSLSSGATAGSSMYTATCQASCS
# GLP-1R inv ag: GLP-1 receptor (human) inverse agonism. P43220. HEK293 GLP-1R CRE-luciferase, luminescence, 24 h; GLP-1R form is constitutively active. Potency, µM (series often up to 38.3 µM), inactives show at the highest dose activity change, negative = inhibition, hits mostly inhibitors. hit rate 1.6% among 410,000; also: % is scaled to controls: 0 for no effect and ±100 for the full control effect; nearly all actives have a fitted effect of over 55% in size
#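 HEK293 cells stably co-expressing a cAMP-responsive luciferase reporter and constitutively active GLP-1R were seeded, incubated 12 h, then exposed to compounds for 24 h at 37 C. Luminescence was read 12 min after detection reagent; inverse agonists lower signal.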
# KB-V1 MDR tox: KB-V1 MDR subline cytotoxicity | KB-V1 MDR cells viability, CellTiter-Glo, 72 h | Potency, µM (doses to about 46.1 µM), inactives show top-dose activity change, negative = cytotoxicity, usual class: cytotoxic | hit rate 3.4% among 400,000 | AID 1347076; also: % is scaled to controls: 0 for no effect and ±100 for the full control effect; nearly all actives have a fitted effect of over 60% in size
#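 Readout: CellTiter-Glo luminescence, 10 min after addition. Cells: KB-V1 MDR subline, 72 h at 37 degrees C with compound. Analysis: corrected, normalized data fitted to concentration-effect curves.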
# HT1080 IDH1KD tx: toxicity to HT-1080 IDH1 knockdown cells (counter line) | HT-1080 IDH1 knockdown viability, ATP luminescence, 48 h | Potency, µM (series often up to 46.1 µM), for inactives: at the top dose activity, negative = toxicity, hits mostly cytotoxic | hit rate 2% among 360,000 | AID 686971;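 also: 0% = DMSO wells and -100% = cell-free medium wells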
#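 In this qHTS, HT-1080 cells depleted of IDH1 are exposed for 48 h at 37 °C to compound titrations. Toxicity is scored from CellTiter-Glo luminescence, with DMSO as full viability and medium alone as none.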
# KB-3-1 tox: KB-3-1 parental cell cytotoxicity | KB-3-1 viability, CellTiter-Glo ATP luminescence, 72 h | Potency, µM (titrated, usually from 46.1 µM), for inactives: top-dose activity change, negative = cytotoxic, hits mostly cytotoxic | AID 1347075 | hit rate 1.4% among 400,000; also: % is scaled to controls: 0 for no effect and ±100 for the full control effect; nearly all actives have a fitted effect of over 60% in size
#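 Here the drug-naive KB-3-1 line serves as comparator for MDR sub-line selectivity; cells received compound titrations, 72 h at 37 °C, then CellTiter-Glo readout.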
# Numbers without * were called inactive; ? = inconclusive; / = no result given; [ ] = another dose, or the depositor's remark. Calls follow the shape of the dose curve; as a rule, active = well fitted curve in the direction sought with a large enough effect; inconclusive = small, poorly fitted or top-dose-only effect, or another doubt; inactive = no such curve, though single readings can be large; an effect the other way counts as inactive or inconclusive. Potency is read from the fitted curve at half-maximal effect. Compounds as they come; any-hit rate near 9.4%.
canonical_smiles,HT1080-NT tox,SW480 rerep,GLP1R cytotox,TDP43 rescue,GLP1R ag,GLP-1R inv ag,KB-V1 MDR tox,HT1080 IDH1KD tx,KB-3-1 tox
CC(C)[C@@H](NC(=O)C1CCC(CNC(=O)[C@H](Cc2ccccc2)NC(=O)OC(C)(C)C)CC1)C(=O)O (some centres undefined),0.6%,-10.6%,-1.1%,1.8%,1.4%,14.6%,10.8%,14.6%,16.6%
Cc1ccc(NC(=O)COC(=O)COc2ccc(Cl)cc2C)c([N+](=O)[O-])c1,10.9%,-44.0%[inhibitor],-7.5%,-10.8%,-7.1%,7.4%,-3.5%,-0.2%,-10.4%
CC/C(=N\NS(=O)(=O)c1ccc(C)cc1)c1ccco1,4.6%,-9.0%,4.7%,-9.8%,13.4%,-1.2%,0.6%,-2.4%,-2.7%
COCCNc1nc2c(S(=O)(=O)c3ccccc3)nnn2c2ccc(Cl)cc12,/,/,21.5%,-1.4%,/,6.1%,9.3%,/,1.4%
COc1ccc(CN(C(C)=O)c2cc(C)c([N+](=O)[O-])cc2OC)cc1OC,-0.9%,/,-8.0%,8.7%,19.5%,13.6%,?,-0.5%,10.3%
CCN1CCN(CC#CCOc2ccccc2OC)CC1,11.4%,?,5.9%,3.7%,5.9%,8.9%,7.5%,21.9%,-4.7%
N#C/C(=C\C1CC=CCC1)c1nc2ccccc2[nH]1 (centres undefined),?,?,9.2%,0.0%,17.8%,0.0%,13µM*,?,?
CC(Oc1ccccc1)C(=O)N1CCN(C(=O)C(C)Oc2ccccc2)CC1 (centres undefined),4.8%,-6.9%,2.5%,-3.0%,-7.9%,32.3%[activator],?,0.5%,22.4%

# Sorted by formula weight (highest first): part of the list above
canonical_smiles,HT1080-NT tox,SW480 rerep,GLP1R cytotox,TDP43 rescue,GLP1R ag,GLP-1R inv ag,KB-V1 MDR tox,HT1080 IDH1KD tx,KB-3-1 tox
COCCNc1nc2c(S(=O)(=O)c3ccccc3)nnn2c2ccc(Cl)cc12,/,/,21.5%,-1.4%,/,6.1%,9.3%,/,1.4%
CC(Oc1ccccc1)C(=O)N1CCN(C(=O)C(C)Oc2ccccc2)CC1 (centres undefined),4.8%,-6.9%,2.5%,-3.0%,-7.9%,32.3%[activator],?,0.5%,22.4%
COc1ccc(CN(C(C)=O)c2cc(C)c([N+](=O)[O-])cc2OC)cc1OC,-0.9%,/,-8.0%,8.7%,19.5%,13.6%,?,-0.5%,10.3%

# (list continues)
canonical_smiles,HT1080-NT tox,SW480 rerep,GLP1R cytotox,TDP43 rescue,GLP1R ag,GLP-1R inv ag,KB-V1 MDR tox,HT1080 IDH1KD tx,KB-3-1 tox
COc1ccc(S(=O)(=O)N2CCC(N3CCCC3)CC2)cc1,1.1%,-14.4%,-1.6%,1.1%,-3.7%,2.8%,0.8%,7.9%,-1.9%
FC(F)(F)c1cc(Cl)c2nc(-c3ccc(Cl)cc3)c(Cc3ccccc3)n2c1,6.2%,/,3.8%,14.2%,0.9%,32.0%,4.1%,8.6%,-0.6%
Cc1ccc(C)c(NC(=O)CSc2nnc3n2CCCCC3)c1,15.1%,3.9%,7.2%,3.9%,-1.8%,7.8%,-3.3%,10.9%,5.0%
C=C1CCC[C@]2(C)C[C@H]3OC(=O)C(CNCC(C)C)[C@H]3CC12 (some centres undefined),?,?,-7.7%,22.9%,-1.9%,126.5%[activator],0.8%,?,-9.9%
O=C(NCc1csc2ccc(Cl)cc12)Nc1ccccc1,-5.9%,-0.2%,-7.5%,-1.7%,8.0%,?,?,-2.0%,-7.3%
Cc1nc(N2CCOCC2)c2c(C)c(C(=O)Nc3ccc(C(F)(F)F)cc3)sc2n1,?,8.3%,?,?,-1.3%,?,?,20.6µM*,-20.1%
O=C(CSc1nnc(-c2ccncc2)n1Cc1ccco1)OC1CCCCC1,3.7%,0.2%,7.3%,-14.0%,-10.5%,50.2%[activator],?,-11.6%,-3.6%
O=C(O)CNS(=O)(=O)c1ccc(F)cc1,7.8%,-14.0%,-10.2%,0.0%,4.0%,0.0%,16.6%,3.0%,4.4%
CC1(C(=O)Nc2ccc(F)c(Cl)c2)Cc2c(-c3cccc(C(F)(F)F)c3)ccnc2O1 (centres undefined),?,/,-0.1%,10.5%,0.4%,?,-2.9%,?,-0.1%
CCCCn1nnnc1C(c1ccccc1)N1CCN(C(C)=O)CC1 (centres undefined),20.6%,/,-0.6%,10.6%,7.8%,25.7%,37.1%,1.1%,13.5%
CN(C)S(=O)(=O)c1cccc(NC(=O)CCSc2ccc(Cl)cc2)c1,7.3%,-6.7%,-9.0%,1.9%,19.9%,-22.6%,11.6µM*,4.6%,?
COCCN(C(=O)c1ccccc1F)c1nnc(-c2ccc(OC)cc2)s1,-9.2%,3.8%,-0.4%,-1.6%,-6.4%,?,8.7%,0.2%,-7.6%
Cc1cccc(NC(=S)NC(NC(=O)c2ccco2)C(Cl)(Cl)Cl)c1 (centres undefined),?,1.7%,?,-6.7%,-9.9%,1.12µM*,?,?,?
Cc1ccc(C2CC(C(F)(F)F)n3ncc(C(=O)NCc4ccco4)c3N2)cc1 (centres undefined),-1.7%,-2.1%,4.6%,-9.2%,-2.4%,-28.1%,-9.3%,2.4%,-4.4%
COCCCNc1nc2c(-c3ccc(C)cc3)nnn2c2ccccc12,-7.6%,27.4%,31.2%[activator],3.2%,0.1%,30.2%[activator],-18.0%,0.0%,-12.3%
COc1ccc(C2C(C(=O)Nc3ccccn3)=C(C)Nc3ncnn32)c(OC)c1 (centres undefined),1.7%,-30.8%[inhibitor],-31.0%,21.1%,6.5%,28.3%,0.0%,1.1%,23.9%
CCc1ccccc1-n1nnc(-c2ccccc2)n1,1.5%,-5.3%,-2.3%,9.3%,14.9%,?,10.2%,7.1%,9.2%
CCCCN1CC(O)=C(c2nc3ccccc3[nH]2)C1=N,7.8%,23.0%,-28.5%,-4.5%,17.4%,20.9%,-18.5%,-5.0%,-16.9%
Cc1cccc(C(=O)NCCC(=O)Nc2ccc(F)c([N+](=O)[O-])c2)c1,-4.8%,3.4%,1.6%,-6.2%,17.6%,5.4%,-15.8%,-4.5%,0.8%
CN(C)CCCNC(=O)c1cc2sc3ccccc3c2s1,18.4µM*,?,?,-24.7%,5.6%,3.98µM*,-0.8%,18.4µM*,-2.5%
NC(=O)c1c(NC(=O)CSc2nc3c(c(C(F)(F)F)n2)CCc2ccccc2-3)sc2c1CCCC2,-3.2%,1.9%,0.2%,-23.3%,-18.6%,0.0%,-28.4%,-11.1%,8.8%
CCOC(=O)c1noc2nc(C)n(CC(=O)Nc3ccccc3F)c(=O)c12,/,/,11.0%,-16.5%,/,2.2%,-8.6%,/,6.9%
N#Cc1ccc(CN2CCN(C(=O)c3ccccc3)CC2)c(Cl)c1,0.6%,-5.7%,-19.4%,0.0%,0.2%,-7.6%,20.6µM*,12.8%,5.8%
Cn1nnnc1NN=Cc1ccccc1,14.1%,/,3.7%,9.7%,8.9%,10.9%,18.4µM*,2.2%,-16.2%
COc1ccc(N2CC(O)(c3ccc(F)cc3)[N+]3=C2CCCC3)cc1 (centres undefined),-16.3%,-5.6%,0.8%[0.307 µM],8.8%,-6.4%,6.0%[0.307 µM],-0.9%,10.3%,8.5%
CCCN1CCN(CCCNC(=O)Cn2nc(CC)n3c(cc4occc43)c2=O)CC1,/,/,-4.7%,-2.7%,/,18.9%,7.2%,/,-5.8%
Cc1ccc(NC(=O)Cn2c(=O)ccn(Cc3ccccc3)c2=O)cc1S(=O)(=O)N1CCOCC1,0.3%,-7.5%,-7.4%,4.4%,-0.5%,9.9%,0.0%,-0.2%,3.2%
CCOc1ccc(N/C(C)=C/C(=O)c2ccc3c(c2)OCCO3)cc1,20.9%,-2.7%,10.0%,17.9%,7.6%,?,1.1%,-13.9%,0.3%
CCOC(=O)C1(C)CCCCCN1C(=O)c1ccc(C(=O)OC)cc1 (centres undefined),10.4%,/,-5.0%,10.5%,17.5%,27.6%,-12.5%,1.4%,2.1%
CCC(Sc1nc(=O)cc(N)n1CCc1ccccc1)C(=O)Nc1cc(C)on1 (centres undefined),2.7%,-3.8%,-19.7%,0.0%,21.8%,6.6%,-5.9%,6.8%,13.9%
Cn1cccc1/C=N/NC(=O)c1cccnc1,-4.5%,-0.5%,0.6%,-7.2%,-0.9%,-5.2%,-2.4%,19.1%,12.5%
CCCCCCC(=O)Nc1cc2c(C)cc(=O)oc2cc1C,-4.0%,3.3%,15.5%,-12.5%,2.4%,8.1%,-3.6%,0.2%,-2.9%
COc1ccc([C@H]2CC(=O)C=C(c3ccc4[nH]ccc4c3)C2)cc1OC,-9.7%,3.1%[9.22 µM],7.9%,22.4µM*,21.5%,10.7%,-5.5%,-0.9%,-19.2%
Cc1cc(C)cc(N2C(=O)CSC23C(=O)N(Cc2c(F)cccc2Cl)c2ccccc23)c1 (centres undefined),/,/,22.5%,?,5.2%,-13.6%,?,/,?
O=C(NC1CCN(Cc2ccccc2)C1)c1cc(S(=O)(=O)N2CCOCC2)ccc1Cl (centres undefined),-0.9%,-10.3%,0.5%,8.0%,3.9%,-25.7%,0.0%,7.3%,-7.7%
CCOC(=O)N1CCC2(CC1)CC(=O)c1cc(O)ccc1O2,23.7%,-0.5%,-2.0%,4.8%,3.4%,1.3%,15.1%,18.8%,3.8%
CCCc1cc(=O)n2[nH]c(-c3ccc(C)cc3)cc2n1,1.2%,-4.8%,-6.7%,-0.9%,-5.3%,-19.1%,?,6.3%[9.24 µM],-20.6%
Cc1cc(S(=O)(=O)Nc2cccnc2)c(Cl)cc1Cl,3.4%,-5.3%,0.5%,-6.6%,-1.8%,9.3%,-10.9%,10.3%,7.1%
COc1cccc(NC(=O)CCNS(=O)(=O)c2ccc3c(c2)CCCC(=O)N3)c1,/,/,-11.0%,11.1%,/,-0.9%,?,/,20.9%
CCN(CC)C(=O)c1sc2c(c1C)c(=O)n(-c1ccccc1)c(=O)n2Cc1c(C)cc(C)cc1C,/,/,-4.5%,20.2%,/,13.4%,1.9%,/,-24.5%
